From PubChem BioAssay
Myeloid diff MLP = induction of myeloid progenitor differentiation, primary screen, cell-based, flow cytometry, MLPCN library; calls only at 10 µM; actives 1% (n = 360,000); ER-HoxA9 myeloid progenitors, lysozyme-GFP differentiation; AID 624256, 2012;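 active = normalized GFP-positive differentiation at or above the plate's own cutoff, the solvent-only control mean plus 3 SD; inconclusive = no clear call, values can overlap the other calls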;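 also: cells exposed to compound for four days before flow analysis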
SV40 large T antigen = SV40 large T antigen inhibitors, biochemical (AID 1903); SV40 large T antigen ATPase/helicase inhibition assay; higher % means a stronger effect; one-dose inhibition, % at 20 µM; IC50 in µM for titrated hits; actives 0.39% (n = 310,000); in the data active = a potency from the dose series; inconclusive = inhibition mostly from about 32% at the one dose, without a potency; inactive = the rest, 99 in 100 with inhibition below about 32%; also: strong numbers were not always called active
PhoP inhibition = inhibitors of PhoP regulon expression, primary screen, Salmonella Typhimurium, GFP reporter (AID 1863) | one-dose inhibition, % at 50 µM; IC50 in µM for titrated hits | S. Typhimurium PhoP-regulated promoter GFP reporter, 4 h; higher % means a stronger effect | actives 0.16% (n = 300,000);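 active = inhibition over 29.93%, a cutoff 3 SD above the screen mean, later confirmed by dose response; inconclusive = inhibition over 29.93% but no dose response follow-up; inactive = inhibition at most 29.93% or unconfirmed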;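 also: 0% = low Mg2+ inducing control and 100% = high Mg2+ repressing control; strong numbers were not always called active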
MgcRacGAP inhibition = MgcRacGAP GTPase-activating activity inhibitors, confirmation, biochemical, ADP Hunter fluorescence; MgcRacGAP-stimulated Rac1 GTP hydrolysis, ADP Hunter fluorescence; higher % means a stronger effect; GST-tagged Rac1 F28L mutant substrate; one-dose inhibition, % at 30 µM; IC50 in µM for titrated hits; actives 0.6% (n = 340,000);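 active = first-screen hits whose inhibition reached a set limit at any dose in the follow-up dose series; inconclusive = inhibition above the set first-screen limit but never retested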;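 also: fluorescence reports GDP produced by GAP-driven GTP hydrolysis; strong numbers were not always called active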
T cell HTS = modulators of CD8 T cell-vesicle binding, primary screen, mouse 2C CD8+ T cells, flow cytometry; 2C CD8+ T cell-vesicle binding; hits give low values; calls only at 7 µM; actives 0.068% (n = 330,000);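 active = response, share of CD8 T cells binding vesicles, and their 90th percentile fluorescence all below set limits, cut at about 80% in these data, passing the limit was not always enough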
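Read-out – percent CD8+ FL2 mean versus row control · System – murine 2C transgenic CD8+ T lymphocytes · Times – 1.5 h cell–vesicle binding at 37 °C, then 20 min icy labelling · Control set – naked vesicles low, QL9 vesicles with vehicle high · Detection – cytometric PE anti-B7-1 and Alexa647 anti-CD8 signals after 1% paraformaldehyde fixation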
RSV CPE inhibition = RSV antiviral activity via CPE protection, HEp-2 cells, primary 10 µM value included (AID 2391) | actives 0.13% (n = 310,000) | HEp-2 cells, RSV-induced CPE inhibition; higher % means a stronger effect | CPE inhibition, % at 10 µM, or IC50 in µM where a hit was titrated; in the data active = a potency from the dose series; inconclusive = CPE inhibition mostly from about 23% at the one dose, without a potency; inactive = the rest, 99 in 100 with CPE inhibition below about 21%; also: strong numbers were not always called active
b-catenin transl = modulators of beta-catenin nuclear translocation, primary screen, imaging, HeLa cells, immunofluorescence, high-content; AID 1665, 2009; actives 0.3% (n = 190,000); nuclear translocation activity, % at 5 µM;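 active = nuclear translocation activity above 50% at 5 µM, with a well cell count of 50 or more; inconclusive = wells under 50 cells across six images, flagged as toxic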;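 also: per-cell ratio of nuclear to cytoplasmic median beta-catenin stain intensity; plate controls were DMSO negative control for no effect and GSK-3 inhibitor IX positive control for full effect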
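Technique: fluorescence imaging of beta-catenin antibody stain plus DAPI / Material: human HeLa cell line / Incubation: compound treatment 24 h, 37°C, 5% CO2 / Read-out basis: % activation of per-cell nuclear versus cytoplasmic median beta-catenin signal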
WT yeast gro inh = growth inhibition of WT strain, primary screen, mitochondrial fusion inhibitor project, WT and mutant strains, chemical genetic; mitochondrial fusion phenotypic screen; inhibition, % at 10 µM; actives 2.1% (n = 190,000); in the data active = inhibition above about 58%; tested in S. cerevisiae
West Nile antiviral = West Nile virus antiviral activity, cell-based, CPE readout (AID 1621); West Nile virus-infected cells, CPE inhibition; higher % means a stronger effect; one-dose CPE inhibition, % at 10 µM; IC50 in µM for titrated hits; actives 0.02% (n = 290,000); in the data active = a potency from the dose series; inconclusive = CPE inhibition mostly from about 3.7% at the one dose, without a potency; inactive = the rest, 99 in 100 with CPE inhibition below about 2.2%; also: strong numbers were not always called active
WT yeast gro inh mutant strain = recorded beside WT yeast gro inh, whose call it bears; inhibition, %; mitochondrial fusion phenotypic screen, mutant strain inhibition
b-catenin transl cell count 5 µM = also measured in b-catenin transl; calls as there; cell count; measured here: cell count, cytotoxicity flag
T cell HTS vesicle-bound % = second read-out of T cell HTS, no call of its own (marks repeat the call); double positive events, %; measured here: CD8+ vesicle-bound cell fraction;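 binding gate set so that unloaded-vesicle control wells show 10% double positive cells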
Myeloid diff MLP GFP+ MAC1+ % = further read-out of Myeloid diff MLP, marked with its call; GFP+ MAC1+ double positive, %; measured here: differentiation confirmed by MAC1 staining
An asterisk follows results filed as active; i = inactive; u = inconclusive; x = not tested or not shown; + = active, no number.

SMILES	Myeloid diff MLP	Myeloid diff MLP GFP+ MAC1+ %	SV40 large T antigen	PhoP inhibition	MgcRacGAP inhibition	T cell HTS	T cell HTS vesicle-bound %	RSV CPE inhibition	b-catenin transl	b-catenin transl cell count 5 µM	WT yeast gro inh	WT yeast gro inh mutant strain	West Nile antiviral
Cc1ccccc1NC(=S)NCc1ccc2c(c1)OCO2	i	0.8	12%	-5%	4%	i	47	1.4%	0.2	1418	-1	1	x
CC(C)NC(=O)c1ccc(COc2ccc(C(C)(C)C)cc2)o1	i	0.5	0%	-10%	1%	i	24	-0.9%	x	x	x	x	-1.4%
Nc1ccc(C(=O)N/N=C/c2cn(Cc3ccccc3F)c3ccccc23)cc1	i	2.2	-1%	20%	12%	i	65	-0.9%	x	x	x	x	1.0%
COCc1cc(=O)[nH]c(Nc2nc3ccccc3o2)n1	i	0.3	4%	-12%	10%	i	44	-0.2%	-1.8	904	-17	-10	2.4%
Cc1nnc(SCC(=O)NC2CC2)n1-c1ccccc1	i	1.0	8%	-2%	4%	i	60	1.2%	x	x	x	x	1.3%
Cc1ccccc1N1C(=O)CN(Cc2sccc2C)C1=S	i	0.8	-7%	-15%	2%	i	38	5.4%	-0.6	533	24	34	-1.4%
Cc1nn(S(=O)(=O)c2ccc(Cl)cc2)c(C)c1S(=O)(=O)N1CCOCC1	i	2.7	3%	2%	2%	i	16	2.3%	x	x	x	x	0.3%
CC(C)C(=O)N1CCc2cc(-c3csc(N)n3)ccc21	i	7.0	8%	2%	27%	i	21	3.0%	-2.8	1248	-2	5	u
Cc1onc(-c2c(F)cccc2Cl)c1C(=O)OCC(=O)NC1CC1	i	0.8	1%	4%	5%	i	11	0.4%	-2.6	1113	3	-1	1.2%
O=C(/C=C/c1cn(CC(O)CN2CCCCC2)c2ccccc12)c1cccs1 (centres undefined)	+	4.3*	11%	-31%	-6%	i	42	-1.4%	6.7	746	-7	4	0.5%
Cc1cc(=O)c(C(=O)O)nn1-c1cccc(C(F)(F)F)c1	i	0.1	7%	-4%	7%	i	28	1.5%	x	x	x	x	-0.1%
Cc1ccc(NC(=O)NCC(c2cccnc2)N2CCOCC2)cc1 (centres undefined)	i	2.5	8%	-4%	6%	i	47	0.5%	x	x	15	7	0.1%
COc1ccccc1OCCCCN1CCC(C)CC1	i	0.2	0%	10%	23%	i	19	0.3%	x	x	x	x	-0.3%
Cn1c(CNS(=O)(=O)c2ccc(Br)cc2)n[nH]c1=S	i	1.5	17%	-3%	1%	i	36	-0.5%	-1.6	1455	3	5	0.6%
O=C(Nc1nc(N2C(=O)c3ccccc3C2=O)n(-c2ccccc2)n1)c1ccc(Cl)cc1	i	0.6	10%	-17%	6%	i	57	2.4%	-0.2	928	-3	14	-0.5%
CC(/C=C/C(=O)c1ccc(C)cc1)=C\c1ccccc1	i	0.5	4%	3%	1%	i	51	3.1%	0.5	1404	31	6	x
COc1ccc(NC(=O)CN(C)S(=O)(=O)c2cnc[nH]2)cc1	u	x	-3%	-1%	-9%	i	25	0.6%	x	x	x	x	-0.1%
Cc1ccc(C(=O)Nc2nnc(S(=O)(=O)N3CCOCC3)s2)cc1	i	2.5	2%	x	2%	i	16	0.0%	x	x	x	x	-0.1%
COc1ccc(NC(=O)CN(C)C(=O)c2cc3c(s2)CCCCC3)cc1	i	1.5	19%	4%	4%	i	12	6.5%	x	x	x	x	0.5%
CCOC(=O)c1c(NC(=O)c2ccco2)sc2c1CCCC2	i	0.7	22%	-1%	7%	i	7	0.7%	-1.8	698	8	-19	0.3%
CCC(CC)C(=O)NCc1ccccc1Cl	i	2.5	-1%	2%	9%	i	54	2.5%	-0.2	1171	-29	-1	-0.2%
N#Cc1cccc(NC(=O)COC(=O)CCc2ccc(S(=O)(=O)N3CCOCC3)cc2)c1	i	0.5	x	x	4%	i	26	0.7%	x	x	x	x	x
O=C(N/N=C/c1ccc(O)cc1)c1ccc(NC(=O)c2ccccc2Br)cc1	i	0.9	28%	5%	30%	i	29	1.1%	1.0	1409	-8	-4	1.4%
Cc1ccc(C2(C)CC(C)(C)N(C(=O)CSc3nnc(C)s3)c3ccccc32)cc1 (centres undefined)	i	0.2	8%	7%	5%	i	46	u	0.9	819	59*	17*	-1.9%
CCOC(=O)c1ccccc1NC(=O)C1CCCO1 (centres undefined)	i	0.3	5%	3%	12%	i	60	3.6%	x	x	x	x	0.2%

Other records
SMILES	Myeloid diff MLP	Myeloid diff MLP GFP+ MAC1+ %	SV40 large T antigen	PhoP inhibition	MgcRacGAP inhibition	T cell HTS	T cell HTS vesicle-bound %	RSV CPE inhibition	b-catenin transl	b-catenin transl cell count 5 µM	WT yeast gro inh	WT yeast gro inh mutant strain	West Nile antiviral
Cc1ccc(NC(=O)COc2ccc(/C(N)=N/O)cc2)cc1C	i	2.1	45%	10%	14%	i	8	0.2%	-1.5	465	-2	-12	-0.2%
N/C(=N\OC(=O)c1cccnc1)c1ccc(Cl)cc1Cl	i	0.7	11%	2%	-5%	i	47	1.1%	-3.4	1071	7	14	-0.6%
CCc1c(C)c(C#N)c2nc3ccccc3n2c1NCC1CCCO1 (centres undefined)	i	0.8	8%	-4%	6%	i	43	1.8%	-1.1	1243	3	6	0.5%
CC(C(=O)N1CCc2ccccc2C1)N(c1ccccc1)S(C)(=O)=O (centres undefined)	i	0.5	12%	1%	6%	i	61	-0.4%	x	x	x	x	-0.1%
Cc1ccccc1-n1ncc(C(C)NS(=O)(=O)c2sccc2C)c1C (centres undefined)	i	0.6	-2%	-2%	5%	i	58	1.8%	x	x	x	x	0.1%
Cc1cccc(NC(=O)/C(C#N)=C/c2cn(CC(=O)NCc3ccco3)c3ccccc23)c1	i	0.6	4%	-9%	7%	i	42	1.1%	-5.3	537	-3	13	-0.5%
CCOC(=O)c1c(NC(=O)C(=O)N/N=C(\C)c2ccc(OC)cc2)sc2c1CCCCC2	i	0.3	11%	5%	13%	i	47	6.6%	-0.3	979	24	13	-0.8%
COc1cccc(C(=O)NCCNC(=O)c2cnccn2)c1	u	x	8%	-2%	6%	i	16	1.2%	x	x	x	x	0.0%
CN(CC(=O)Nc1ccccc1Br)C(=O)CN1CCN(c2ccccc2Cl)CC1	i	0.8	x	x	2%	i	41	0.8%	x	x	x	x	x
Cc1ccccc1Nc1n[nH]c(C)c1[N+](=O)[O-]	i	0.5	7%	13%	6%	i	50	u	0.0	959	2	-14	0.0%
CN(C)CCCN(C(=O)C1COc2ccccc2O1)c1nc2cc3c(cc2s1)OCO3 (centres undefined)	i	0.0	7%	1%	12%	i	64	0.1%	x	x	x	x	-0.1%
CCCCCCc1cc2cc(-c3nnc(-c4cc(OC)c(OC)c(OC)c4)o3)c(=O)oc2cc1O	x	x	10%	-7%	x	i	35	18%	-1.4	1007	-19	-21	-0.7%
O=C(NCC(c1cccnc1)N1CCN(c2ccc(F)cc2)CC1)C1CCCCC1 (centres undefined)	x	x	18%	4%	7%	i	22	-2.0%	-1.0	1341	17	7	-0.6%
Cc1oc(C(=O)O)cc1COc1cccc2ccccc12	i	1.4	14%	-3%	7%	i	62	1.0%	x	x	x	x	-0.3%
COCCNC(=O)CN1CCCCCC1	i	0.8	4%	-9%	27%	i	29	1.1%	-0.4	1472	2	-1	0.1%
C#CCOCCOCCOCCNc1nc(N2CCN(C(=O)[C@H](CCC(=O)O)n3cc(C(N)Cc4ccc(O)cc4)nn3)CC2)nc(N2CCN(C(=O)[C@H](Cc3cc4ccccc4[nH]3)n3cc(C(N)CC(C)C)nn3)CC2)n1 (some centres undefined)	x	x	4%	0%	x	i	31	0.0%	-1.7	1154	-1	9	x
CC1(C)CC(=O)CC(=NCC(=O)O)C1	i	2.7	-4%	0%	1%	i	31	0.3%	0.7	1126	-25	6	0.2%
COc1ccc(CNS(=O)(=O)c2ccc(F)c(C(=O)Nc3ccc(OC)cc3)c2)cc1	i	0.1	68%	-5%	0%	i	11	1.2%	1.1	1127	10	-14	-0.6%
COc1ccc2cc(CN(CC3CCCO3)S(=O)(=O)c3ccccc3Cl)c(=O)[nH]c2c1 (centres undefined)	i	2.3	15%	-1%	-2%	i	62	0.4%	x	x	-11	-4	0.0%

As a short view, seven of the compounds above:
SMILES	Myeloid diff MLP	Myeloid diff MLP GFP+ MAC1+ %	SV40 large T antigen	PhoP inhibition	MgcRacGAP inhibition	T cell HTS	T cell HTS vesicle-bound %	RSV CPE inhibition	b-catenin transl	b-catenin transl cell count 5 µM	WT yeast gro inh	WT yeast gro inh mutant strain	West Nile antiviral
Cc1ccc(NC(=O)COc2ccc(/C(N)=N/O)cc2)cc1C	i	2.1	45%	10%	14%	i	8	0.2%	-1.5	465	-2	-12	-0.2%
N/C(=N\OC(=O)c1cccnc1)c1ccc(Cl)cc1Cl	i	0.7	11%	2%	-5%	i	47	1.1%	-3.4	1071	7	14	-0.6%
CCc1c(C)c(C#N)c2nc3ccccc3n2c1NCC1CCCO1 (centres undefined)	i	0.8	8%	-4%	6%	i	43	1.8%	-1.1	1243	3	6	0.5%
CC(C(=O)N1CCc2ccccc2C1)N(c1ccccc1)S(C)(=O)=O (centres undefined)	i	0.5	12%	1%	6%	i	61	-0.4%	x	x	x	x	-0.1%
Cc1ccccc1-n1ncc(C(C)NS(=O)(=O)c2sccc2C)c1C (centres undefined)	i	0.6	-2%	-2%	5%	i	58	1.8%	x	x	x	x	0.1%
Cc1cccc(NC(=O)/C(C#N)=C/c2cn(CC(=O)NCc3ccco3)c3ccccc23)c1	i	0.6	4%	-9%	7%	i	42	1.1%	-5.3	537	-3	13	-0.5%
CCOC(=O)c1c(NC(=O)C(=O)N/N=C(\C)c2ccc(OC)cc2)sc2c1CCCCC2	i	0.3	11%	5%	13%	i	47	6.6%	-0.3	979	24	13	-0.8%
